From PubChem
HTRA1 inhibitor: HTRA1 serine protease inhibitors, primary screen, biochemical, fluorescence polarization, HTS; 340,000 compounds, 0.5% hits; inhibition, % at 5.96 µM; recombinant HTRA1, FP-rhodamine activity-based probe; in the data active = inhibition above about 36%;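 also: 0% = enzyme with DMSO and 100% = wells lacking enzyme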
Target sequence (Q92743 whole entry, looked up): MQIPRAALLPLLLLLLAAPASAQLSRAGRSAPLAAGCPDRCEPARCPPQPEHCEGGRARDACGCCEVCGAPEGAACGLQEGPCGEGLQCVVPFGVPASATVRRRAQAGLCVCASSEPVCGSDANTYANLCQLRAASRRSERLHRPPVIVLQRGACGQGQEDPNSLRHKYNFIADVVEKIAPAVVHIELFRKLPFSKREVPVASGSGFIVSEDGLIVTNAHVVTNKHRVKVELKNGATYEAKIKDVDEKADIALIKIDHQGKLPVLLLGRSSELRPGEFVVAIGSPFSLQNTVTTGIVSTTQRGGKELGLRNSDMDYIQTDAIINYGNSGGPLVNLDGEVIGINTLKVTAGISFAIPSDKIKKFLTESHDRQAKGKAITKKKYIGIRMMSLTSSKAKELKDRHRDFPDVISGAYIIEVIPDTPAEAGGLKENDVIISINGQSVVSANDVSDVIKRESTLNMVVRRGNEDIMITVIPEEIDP
NPR2 activator: human GC-B receptor activators, primary screen, HEK293 GC-B cells, cGMP TR-FRET, EC30 CNP. Atrial natriuretic peptide receptor 2 (Homo sapiens), P20594. 0% at EC30 CNP, 100% saturating CNP. activation, % at 10 µM. 370,000 compounds, 0.11% hits. AID 1920062, 2024;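 active = activation at 10 µM reaching about 35% in either raw or pattern-adjusted values, limit read from the data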
rCAG RNA binder: binders of r(CAG) RNA repeats, primary screen, biochemical, fluorescence; 370,000 compounds, 1.3% hits; AID 651821, 2012; r(CAG) RNA repeat, TO-PRO-1 dye displacement fluorescence; inhibition, % at 3 µM;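 active = inhibition above the plate cutoff, the mean of all test compounds on that plate plus 3 SD, cut at about 35% in these data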;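 also: 0% = DMSO alone and 100% = 100 µM mitoxantrone as full dye displacement; higher means more dye released from RNA so lower well fluorescence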
TDP2 inh: human TDP2 enzyme inhibitors, primary screen, biochemical, epi absorbance, recombinant enzyme | Tyrosyl-DNA phosphodiesterase 2 (Homo sapiens), O95551 | T5PNP hydrolysis, p-nitrophenol absorbance 415 nm | inhibition, % at 12.8 µM | 370,000 compounds, 0.34% hits | AID 720702, 2013;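 active = inhibition above the mean of all tested compounds plus 3 SD, set per campaign, cut at about 25% in these data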;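 also: 0% = DMSO with enzyme and 100% = buffer with substrate but no TDP2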
Target sequence (O95551 whole entry, looked up): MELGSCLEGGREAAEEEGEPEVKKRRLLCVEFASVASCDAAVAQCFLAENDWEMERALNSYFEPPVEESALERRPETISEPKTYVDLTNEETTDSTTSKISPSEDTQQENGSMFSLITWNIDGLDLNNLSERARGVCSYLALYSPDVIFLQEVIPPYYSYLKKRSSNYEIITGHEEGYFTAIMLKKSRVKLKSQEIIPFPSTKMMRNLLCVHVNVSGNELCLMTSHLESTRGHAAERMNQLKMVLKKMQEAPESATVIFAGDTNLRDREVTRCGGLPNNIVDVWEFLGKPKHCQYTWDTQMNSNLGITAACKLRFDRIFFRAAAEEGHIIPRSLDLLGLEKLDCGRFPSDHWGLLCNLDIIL
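test system = human TDP2 enzyme | input = TDP2 enzyme at 120 nM final | medium = 50 mM Tris-HCl pH 7.5 with Mg2+, KCl, DTT, BSA | also added = T5PNP substrate, 5 mM | times = 2 h at 37 °C | technique = epi absorbance | benchmarks = high control without enzyme, low control DMSO plus TDP2 | replication = each compound tested once, singlicate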
MBD2 inh: inhibitors of MBD2 binding to methylated DNA, primary screen, biochemical, TR-FRET, DNA-binding domain, human; 370,000 compounds, 0.31% hits; AID 686964, 2013; MBD2 binding to methylated oligonucleotide; inhibition, % at 4.4 µM; Methyl-CpG-binding domain protein 2 (Homo sapiens), Q9UBB5; in the data active = inhibition above about 13%
SIAE primary: human SIAE inhibitors, primary screen, biochemical, fluorescence polarization, FP-Rh probe, 1536-well HTS | Sialate O-acetylesterase (Homo sapiens), Q9HAT2 | inhibition, % at 9.66 µM | SIAE FP-Rh probe binding | 370,000 compounds, 0.69% hits;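 active = inhibition above a cutoff: mean of compounds within the control limits plus 3 SD of those, cut at about 17% in these data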;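 also: 0% = plate median of compound wells and 100% = probe without SIAE protein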
PRMT1 inh: PRMT1 methyltransferase inhibitors, primary screen, biochemical, fluorescence polarization; Protein arginine N-methyltransferase 1 (Homo sapiens), Q99873; recombinant PRMT1, activity-based probe fluorescence polarization; inhibition, % at 2.79 µM; 370,000 compounds, 1.3% hits;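 active = inhibition above about 21% made by adding two undisclosed values, limit read from the data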
TCR-CD3 inh: inhibitors of human TCR-CD3 interaction, primary screen, biochemical, fluorescence, TAMRA-labeled TCR probe | T-cell receptor (TCR) | inhibition, % at 9.4 µM | 360,000 compounds, 0.37% hits; in the data active = inhibition above about 19%;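 also: recombinant mutant TCR 2C K166C tagged with TAMRA read by polarization; 0% = receptor in buffer alone and 100% = receptor with positive control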
LEDGF integ inh: blockers of LEDGF/p75-dependent integrase strand transfer – biochemical, TR-FRET, high throughput, primary screen. HIV-1 integrase (with human LEDGF/p75). 370,000 compounds, 0.64% hits. inhibition, % at 3.7 µM. TR-FRET IN-LEDGF/p75 DNA integration, Eu/Cy5;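 active = inhibition above the screen-wide mean plus 3 SD, cut at about 13% in these data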;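 also: signal is the Cy5 over europium emission ratio at 671 and 618 nm; 0% = plate median of compound wells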
mABHD4 FP: ABHD4 inhibitors, primary screen, biochemical, fluorescence polarization, mouse; purified mABHD4, FP-Rh probe fluorescence polarization; (Lyso)-N-acylphosphatidylethanolamine lipase (Mus musculus), Q8VD66; AID 720543, 2013; inhibition, % at 8.92 µM; 370,000 compounds, 0.54% hits;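 active = inhibition exceeding the mean over every tested compound plus 3 SD, cut at about 30% in these data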;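 also: 0% = plate median of compound wells and 100% = S159A mutant with DMSO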
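Assay system: wild-type mouse ABHD4 protein; compound: single nominal dose of 8.92 µM, 0.89% DMSO final; schedule: 45 min + 60 min at 25 °C; measured by: FP readout, ex 525 nm / em 598 nm; evaluation: % inhibition of FP-Rh probe binding versus controls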
* marks the source's active call; other numbers are inactive results; nt = not tested or not shown.

cpd | canonical_smiles | HTRA1 inhibitor | NPR2 activator | rCAG RNA binder | TDP2 inh | MBD2 inh | SIAE primary | PRMT1 inh | TCR-CD3 inh | LEDGF integ inh | mABHD4 FP
1 | Cc1ccc(NC(=O)CN(C)C(=O)CSc2nnc(N)s2)cc1 | -5 | 0 | 2 | -6 | -2 | -9 | -6 | -7 | -3 | 0
2 | Cc1ccc(OC(C)C(=O)Nc2cccc(S(=O)(=O)N3CCCCCC3)c2)cc1 (stereo unspecified) | -28 | 3 | 2 | -8 | 1 | -9 | 0 | 6 | 1 | -4
3 | CCOc1ccc(NC(=O)CN(C)Cc2ccc3c(c2)OCO3)cc1S(=O)(=O)N1CCCC1 | -13 | 1 | 1 | 0 | 0 | 4 | 0 | 3 | -1 | 2
4 | COCCN(CC1CCCN(C2Cc3ccccc3C2)C1)C(=O)c1cccs1 (stereo unspecified) | 2 | 0 | -4 | -12 | 4 | -1 | -2 | 6 | 4 | 1
5 | COc1ccc(S(=O)(=O)N(C)C[C@H]2Oc3ccc(NS(=O)(=O)c4cccs4)cc3C(=O)N([C@H](C)CO)C[C@@H]2C)cc1 | -9 | 6 | 13 | -12 | -1 | -4 | -1 | -1 | 0 | -6
6 | COC(=O)c1ccccc1SC1CC(=O)N(c2cccc(C)c2)C1=O (stereo unspecified) | -14 | -1 | 5 | -6 | 3 | -1 | 57* | -1 | -7 | 15
7 | CCOC(=O)CSc1cc(C)c(C#N)c2nc3ccccc3n12 | 6 | 4 | 7 | -2 | 1 | -2 | 0 | 5 | -5 | 1
8 | O=C(NCCc1ccccc1)Nc1nnc([C@@H]2C[C@H](O)[C@@H](CO)O2)s1 | nt | 5 | 1 | -7 | 0 | -4 | -2 | -1 | 2 | 3
9 | CC(C)(C)c1ccc(-c2nnc(SCC(=O)c3ccc4c(c3)OCCO4)o2)cc1 | -2 | 14 | 0 | 5 | 2 | -4 | 0 | 4 | -2 | -9
10 | O=C1c2ccccc2C(c2nnnn2C2CCCCC2)N1CCc1ccc(O)cc1 (stereo unspecified) | nt | 8 | 4 | -1 | -3 | 3 | 4 | 5 | 0 | 1
11 | Cc1cc(NCCc2ccc(Cl)cc2)n2ncnc2n1 | 1 | 1 | -3 | -2 | -4 | 0 | 3 | 3 | 2 | -1
12 | CCc1ccc(N2CC(C(=O)Nc3ccc(F)cc3)CC2=O)cc1 (stereo unspecified) | 5 | -1 | -1 | 11 | -4 | -3 | 1 | 2 | 3 | -2
13 | COc1ccc(N2CCN(S(=O)(=O)c3ccc(C(=O)NCc4ccco4)cc3)CC2)cc1 | 4 | 4 | -2 | -2 | 0 | 5 | -3 | 3 | -3 | 6
14 | CCn1c(SCc2ccc(Cl)cc2)nnc1-c1ccccc1 | -4 | -7 | -8 | 1 | 4 | -4 | -1 | 5 | 1 | -5
15 | NC(N)=NN=C1c2ccccc2-c2ccccc21 | -2 | -3 | 8 | 7 | 3 | 1 | -1 | -4 | -5 | 6
16 | CCOc1cc(C(=S)N2CCOCC2)ccc1OC(=O)c1cc(OC)c(OC)c(OC)c1 | 7 | 1 | -3 | 3 | 0 | -2 | -3 | 5 | 0 | 1
17 | Cc1cccn2c(=O)c3cc(C(=O)NCCCn4ccnc4)n(C)c3nc12 | 2 | 2 | 3 | -3 | -3 | 1 | 1 | -3 | 2 | 3
18 | CC(C)[C@H](NC(=O)[C@@H]1Cc2c([nH]c3ccccc23)C2c3ccccc3C(=O)N21)C(=O)N1CCC[C@@H]1C(=O)O (stereo partly specified) | -2 | 3 | 32 | -2 | 2 | -4 | 2 | 4 | 3 | -7
19 | Cc1nn(Cc2ccccc2)c2c1C(c1cccnc1)C(C#N)=C(N)O2 (stereo unspecified) | 1 | 4 | 2 | 5 | -5 | 10 | -3 | -2 | 3 | -1
20 | Cc1ccc(-c2csc(-c3c[nH]c4ccccc34)n2)c(C)c1 | 24 | -6 | 17 | -1 | -5 | 7 | 0 | -2 | 3 | 4
21 | O=C1CCCc2c1cc(C(=O)Nc1ccc(Br)cn1)c(=O)n2-c1ccccc1 | -7 | -10 | 0 | 4 | 3 | 7 | -2 | 4 | -2 | 5
22 | COCCN1Cc2cc(C(=O)OC)c3c(c2C1=O)c1cc(F)ccc1n3S(=O)(=O)c1cccc(C)c1 | nt | -2 | 5 | -4 | 1 | -5 | 1 | -2 | 0 | -6
23 | COc1cc(C2C(C#N)=C(N)Oc3n[nH]c(C)c32)cc2c1OCO2 (stereo unspecified) | 2 | -4 | 8 | 16 | 4 | 4 | 1 | 3 | 5 | 10
24 | Cc1ccc(S(=O)(=O)N2CCC(=O)N(CCOCc3ccc(C(F)(F)F)cc3)CC2)cc1 | -10 | 0 | -9 | -17 | -1 | 10 | 0 | 2 | 4 | -8
25 | O=C(NCCc1ccccc1)C1CCC(=O)N1C1CCCC1 (stereo unspecified) | 7 | 5 | -4 | -8 | 2 | 2 | -3 | 4 | 3 | -7
26 | CCOC(=O)Oc1ccc2oc(C)c(C(=O)OCCOC)c2c1 | -4 | -1 | -8 | 0 | 2 | 2 | 0 | 4 | -2 | 0
27 | CCCS(=O)(=O)C(=C(Nc1ccc(OC)cc1)Nc1ccc(OC)cc1)S(=O)(=O)CCC | 0 | -2 | -8 | 7 | -3 | 8 | 3 | 2 | 0 | -4
28 | CCNC(=O)COC(=O)c1cc(-c2ccc(OC)cc2)nc2ccccc12 | -32 | -3 | 2 | -14 | -7 | 2 | 3 | -9 | 3 | -5
29 | CCOC(=O)C(C)Oc1cccc2c(=O)n(CC(=O)Nc3ccc4c(c3)OCCO4)ccc12 (stereo unspecified) | -6 | 2 | 3 | 0 | -2 | -15 | -4 | -1 | 6 | -3
30 | Cc1cccc(CCNC(=O)C2CCCN(S(=O)(=O)c3cccc4nsnc34)C2)c1 (stereo unspecified) | -14 | 0 | 2 | -22 | -6 | -3 | -2 | -11 | 0 | -6
31 | CCOC(=O)Cc1csc(SCC(=O)Nc2cccc(Cl)c2)n1 | 11 | -2 | -4 | -9 | 5 | 4 | -5 | 5 | 0 | -2
32 | CCN(CC)C(=O)Cn1c(=O)n(CCCC(=O)NCc2ccc3c(c2)OCO3)c(=O)c2sccc21 | 6 | -1 | 0 | -3 | 3 | 6 | 4 | -5 | -2 | 0
33 | O=C(Nc1cccc(OC(=O)c2cccnc2)c1)c1cccnc1 | 6 | 0 | -3 | -8 | 1 | -2 | -3 | 6 | 3 | -4
34 | COc1ccccc1N1CCN(C(=O)c2oc3ccc(F)cc3c2C)CC1 | -7 | 1 | -11 | 2 | 4 | 4 | -1 | 4 | 0 | -3
35 | CS(=O)(=O)c1ccc2nc(NC(=O)c3ccc(NS(=O)(=O)c4ccc(F)c(F)c4)cc3)sc2c1 | -40 | 2 | 36* | 14 | -2 | -56 | -1 | 2 | 2 | -22
36 | COc1cc(Cn2c3ccc(NC(=O)CC(C)(C)C)cc3c(=O)n2C)ccc1F | nt | 7 | 5 | -8 | 6 | -1 | 0 | -2 | -1 | 3
37 | NS(=O)(=O)c1ccc(NC(=O)CSc2nnc(-c3cccs3)o2)cc1 | nt | -12 | 3 | -5 | -2 | -2 | -3 | nt | 1 | 0
38 | COC(=O)CCCN1C(=O)NC(c2ccc(-c3ccccc3)cc2)C(C(=O)OCc2ccccc2)=C1C (stereo unspecified) | 2 | 0 | 3 | 2 | -3 | 0 | -2 | -5 | -2 | 8
39 | CN(C)C(=O)c1cn(N(C)c2ncc(C(F)(F)F)cc2Cl)c(=O)c2ccccc12 | 6 | -4 | 0 | 3 | -2 | 4 | 0 | 8 | 1 | -6
40 | COc1ccc(-c2nnc(N(C)C(=O)c3ccno3)s2)cc1 | 6 | -3 | 2 | 8 | 0 | 1 | -3 | 12 | 0 | 1
41 | NS(=O)(=O)c1ccc(NC(=S)Nc2ccc(S(=O)(=O)N3CCCC3)cc2)cc1 | -4 | 5 | 5 | 3 | 1 | 5 | 2 | 3 | 0 | -1
42 | CC(C)(C)c1cc(CCC(=O)N2CCCC2)cc(C(C)(C)C)c1O | -14 | -1 | -8 | 3 | 0 | 8 | 2 | 9 | -1 | -23

Some of the entries so far, with two lines to a compound:
Order of results: HTRA1 inhibitor | NPR2 activator | rCAG RNA binder | TDP2 inh | MBD2 inh | SIAE primary | PRMT1 inh | TCR-CD3 inh | LEDGF integ inh | mABHD4 FP
1) Cc1ccc(NC(=O)CN(C)C(=O)CSc2nnc(N)s2)cc1
    -5 | 0 | 2 | -6 | -2 | -9 | -6 | -7 | -3 | 0
2) Cc1ccc(OC(C)C(=O)Nc2cccc(S(=O)(=O)N3CCCCCC3)c2)cc1 (stereo unspecified)
    -28 | 3 | 2 | -8 | 1 | -9 | 0 | 6 | 1 | -4
3) CCOc1ccc(NC(=O)CN(C)Cc2ccc3c(c2)OCO3)cc1S(=O)(=O)N1CCCC1
    -13 | 1 | 1 | 0 | 0 | 4 | 0 | 3 | -1 | 2
4) COCCN(CC1CCCN(C2Cc3ccccc3C2)C1)C(=O)c1cccs1 (stereo unspecified)
    2 | 0 | -4 | -12 | 4 | -1 | -2 | 6 | 4 | 1
5) COc1ccc(S(=O)(=O)N(C)C[C@H]2Oc3ccc(NS(=O)(=O)c4cccs4)cc3C(=O)N([C@H](C)CO)C[C@@H]2C)cc1
    -9 | 6 | 13 | -12 | -1 | -4 | -1 | -1 | 0 | -6
6) COC(=O)c1ccccc1SC1CC(=O)N(c2cccc(C)c2)C1=O (stereo unspecified)
    -14 | -1 | 5 | -6 | 3 | -1 | 57* | -1 | -7 | 15

Some of the compounds tested; rates above refer to the full screens.
